PI5P4K alpha inh: inhibitors of human PI5P4K alpha | PI5P4Kalpha enzyme, ADP-Glo luminescence, 60 min; hits give low values | AID 652105 | 1.2% of 330,000 active | max response, %; active = max response of -50% or lower; inconclusive = between -30% and -50%; inactive = -30% or higher; note: value at the top dose of about 77 µM; % is set by controls: 0 for no effect and ±100 for the full control effect
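Single end-point luminescence (ADP-Glo) quantified ADP from PI5P4Kalpha turnover; ATP 5 microM final, 1 h at RT, 0.1% CHAPS and 0.28 mM EGTA in HEPES pH 7.4.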
EPAC1 antagonist: EPAC1 (human) antagonism; O95398; EPAC1 GEF assay, Rap1b-BODIPY-GDP exchange fluorescence; Potency, µM (titrated, usually from 115 µM), for inactives: top-dose activity change, negative = inhibition, actives largely listed as inhibitors; 0.14% of 360,000 active; AID 720709;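 note: potency is the fitted concentration of half-maximal effect; plate controls were vehicle for no effect and positive control for full effect; nearly all actives have a fitted effect of over 50% in size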
Target sequence (O95398 whole entry, looked up): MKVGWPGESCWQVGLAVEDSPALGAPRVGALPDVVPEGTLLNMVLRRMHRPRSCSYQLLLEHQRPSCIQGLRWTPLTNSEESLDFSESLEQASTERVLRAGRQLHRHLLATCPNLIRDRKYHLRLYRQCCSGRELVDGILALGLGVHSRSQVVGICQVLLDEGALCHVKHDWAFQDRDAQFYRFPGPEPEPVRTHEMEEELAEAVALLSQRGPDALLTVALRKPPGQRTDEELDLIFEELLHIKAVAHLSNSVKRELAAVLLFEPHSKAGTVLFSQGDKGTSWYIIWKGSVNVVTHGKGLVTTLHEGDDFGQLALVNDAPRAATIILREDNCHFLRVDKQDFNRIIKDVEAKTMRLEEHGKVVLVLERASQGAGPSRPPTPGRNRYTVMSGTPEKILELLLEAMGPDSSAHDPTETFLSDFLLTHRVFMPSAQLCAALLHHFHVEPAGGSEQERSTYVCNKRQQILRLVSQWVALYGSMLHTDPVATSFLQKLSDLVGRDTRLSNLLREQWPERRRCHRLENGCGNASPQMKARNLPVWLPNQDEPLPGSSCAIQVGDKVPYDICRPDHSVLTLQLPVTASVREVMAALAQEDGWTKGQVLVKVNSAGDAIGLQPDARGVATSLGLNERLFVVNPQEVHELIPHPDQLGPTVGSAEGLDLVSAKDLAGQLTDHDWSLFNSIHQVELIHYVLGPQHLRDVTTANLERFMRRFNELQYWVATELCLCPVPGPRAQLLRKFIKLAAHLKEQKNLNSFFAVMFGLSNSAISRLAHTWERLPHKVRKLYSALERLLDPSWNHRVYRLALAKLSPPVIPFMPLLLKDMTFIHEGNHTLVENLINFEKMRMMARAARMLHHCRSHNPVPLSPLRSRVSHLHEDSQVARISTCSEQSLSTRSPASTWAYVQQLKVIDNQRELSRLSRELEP
EPAC1 ag: activates human EPAC1 exchange factor. AID 720707. Potency, µM (top dose mostly 154 µM), for the others: top-dose activation, hits mostly activators. EPAC1 agonist qHTS, biochemical assay; response scale: 100% = response to 6.5 mM cAMP. 0.073% of 360,000 active. O95398; note: potency is the fitted concentration of half-maximal effect; nearly all actives have a fitted effect of over 60% in size
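Normalized to 6.5 mM cAMP, activity reflects EPAC1-catalysed release of BODIPY-GDP from Rap1B, followed kinetically over 30 min at 480 nm excitation, 540 nm emission. Reaction contained 100 nM EPAC1, 250 nM Rap1B-BODIPY-GDP, 50 uM GDP.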
Mm-Cpn inhibitor: M. maripaludis TRiC chaperonin inhibition. purified Mm-Cpn ATPase, ADP Transcreener TR-FRET. Potency, µM (highest dose often 76.9 µM), inactives show at the highest dose activity, negative = inhibition, actives largely listed as inhibitors. 0.031% of 330,000 active. AID 504842; note: potency is the fitted concentration of half-maximal effect; % is set by controls: 0 for no effect and ±100 for the full control effect; nearly all actives have a fitted effect of over 80% in size
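ATPase turnover read by TR-FRET ADP competition (Eu cryptate antibody/ADP-d2, 665/590 nm): 10uM ATP final, 25nM Mm-CPN final, 30 min 37degC after 10-min compound preincubation, pH 7.4 Tris/KCl/MgCl2/DTT buffer.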
WRN helicase inh: inhibitors of human WRN helicase | WRN helicase unwinding, fluorescent forked duplex, kinetic | Potency, µM (highest dose often 114 µM), for the others: at the highest dose activity change, negative = inhibition, hits mostly inhibitors | 0.46% of 360,000 active | AID 651768; note: potency is the fitted concentration of half-maximal effect; % is set by controls: 0 for no effect and ±100 for the full control effect; nearly all actives have a fitted effect of over 55% in size
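Enzyme (20 nM final) and test compound sit together 15 min at room temperature before substrate addition. Substrate is a single-forked duplex oligonucleotide (100 nM) labelled with fluorophore and quencher, with 2 mM ATP; helicase unwinding raises red fluorescence, read kinetically.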
EPAC2 antag: blocks human EPAC2 exchange factor; Potency, µM (doses to about 114 µM), without a hit: at the top dose activity, negative = inhibition, usual class: inhibitors; 0.18% of 360,000 active; Q8WZA2; EPAC2 GEF exchange of Rap1B-BODIPY-GDP, fluorescence; AID 720708; note: potency is the fitted concentration of half-maximal effect; % is set by controls: 0 for no effect and ±100 for the full control effect; nearly all actives have a fitted effect of over 45% in size; many of its hits are not listed in these tables
CCT chaperon mod: modulators of cytosolic chaperonin (CCT/TRiC) activity. purified chaperonin ATPase assay, HTRF ADP detection, 30 min. activity change, % (concentration not given with the values), hits read low. 0.3% of 360,000 active. AID 651819; in the data active = activity change below about -30%; note: % is set by controls: 0 for no effect and ±100 for the full control effect
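Nucleotide hydrolysis assay: TRiC at 20–40 nM final (set by batch activity) with 10 uM ATP, 30 min at 37 °C, in presence of 76 uM compound. Detection by competitive ADP HTRF, 30 min ambient.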
PLK1 PBD block: blocks phosphopeptide binding to human PLK1 polo-box domain; Plk1 PBD binding of FITC phosphopeptide, fluorescence polarization; Potency, µM, for inactives: max response, negative = inhibition, usual class: inhibitors; 2.8% of 360,000 active; AID 720504; note: potency is the fitted concentration of half-maximal effect; series mostly up to about 57 µM; % is set by controls: 0 for no effect and ±100 for the full control effect; nearly all actives have a fitted effect of over 65% in size
Active calls of the source: *; ? = inconclusive; nt = not tested or not shown; [ ] = dose if it differs, or a comment. Unless noted, calls come from the whole dose curve; as a rule, active = well fitted curve in the direction sought with a large enough effect; inconclusive = small, poorly fitted or top-dose-only effect, or another doubt; inactive = no such curve, though single readings can be large; an effect the other way counts as inactive or inconclusive. An excerpt. The share of hits here may be higher or lower than overall.

SMILES	PI5P4K alpha inh	EPAC1 antagonist	EPAC1 ag	Mm-Cpn inhibitor	WRN helicase inh	EPAC2 antag	CCT chaperon mod	PLK1 PBD block
Cc1c(C(=O)N2CCN(c3cccc(Cl)c3)CC2)cccc1[N+](=O)[O-]	-21	6%	4%	-1%	4%	-1%	1.9	30µM*
Cc1ccccc1N1CC(O)(c2cccs2)[N+]2=C1CCCC2 (centres undefined)	0	-26%	5%	-2%	-23%	-4%	-2.0	-12%
COc1ccc(NC(=O)N(C)[C@H]2C[C@H]3c4[nH]c5ccc(-c6ccc7c(c6)OCO7)cc5c4CCN3C[C@H]2[C@H](C)O)cc1	-1	-15%	-1%	nt	-8%	3%	-1.6	-23%
COc1ccc(CCNC(=O)CSc2nnc(Cc3csc(N)n3)n2C)cc1OC	2	-12%	7%	-2%	-13%	5%	-1.1	-7%
O=C(CNC(=O)c1ccncc1)N/N=C/c1ccccn1	8	-18%	5%	0%	-4%	0%	-0.4	-6%
COc1cc2c(cc1OC)C(c1ccccc1)N(C(=O)c1ccccc1)CC2 (centres undefined)	3	-9%	0%	?	-7%	?	-2.8	-11%
Cc1nn(C)c(C)c1N=Cc1c(O)ccc2ccccc12	nt	17%	28%	-1%	-14%	38%[activator]	-3.1	-17%
O=C(NCCN1C(=O)S/C(=C\c2ccc(Cl)c([N+](=O)[O-])c2)C1=O)C1=COCCO1	-8	-5%	-3%	1%	-5%	9%	-0.6	-8%
CCOC(=O)N1CCN(S(=O)(=O)c2ccc3c(c2)CCN3C(=O)CC)CC1	1	-17%	-2%	0%	1%	-1%	-1.0	-8%
Cc1ccc(S(=O)(=O)N(CC(=O)Nc2cc(C)ccc2C)C(=O)N2CCN(C)CC2)cc1	6	6%	-4%	0%	-1%	12%	-0.2	-1%
CCOC(=O)c1sc(NC(=O)c2cc(S(=O)(=O)N3CCOCC3)ccc2C)nc1C	2	-24%	16%	-2%	-2%	-7%	0.7	-8%
COc1cc(OC)c(C2N(c3ccccn3)C(=O)C3CCCN32)cc1OC (centres undefined)	1	2%	11%	-2%	-3%	3%	-0.8	-8%
C=CCC[C@H](CCCCC)OC(=O)/C=C/[C@@H](O)[C@H](O)C[C@H](O)CC=C	19	-19%	-29%	nt	-7%	?	0.8	-4%
Cc1ccc(NC(=O)NNC(=O)c2cc3ccccc3cc2O)cc1C	-3	5%	14%	2%	-1%	-1%	-0.9	-7%
CCC(=O)NC(=S)Nc1cccc(-c2nc3ncccc3o2)c1	-8	8%	-2%	-1%	1%	5%	-0.7	-3%
COc1cccc(NC(=O)CN(C)C(=O)COc2ccccc2Cc2ccccc2)c1	5	-25%	8%	0%	-15%	-9%	-0.1	-4%
c1ccc2[nH]c(N3CCOCC3)nc2c1	0	1%	3%	0%	-1%	-4%	0.3	-1%
COCCCn1c(=O)c2ccccc2n(CC(=O)Nc2ccc3c(c2)OCCO3)c1=O	-5	-16%	10%	1%	-3%	-1%	0.8	0%
CCc1ccccc1N1CCN(S(=O)(=O)c2ccc(F)c(C)c2)CC1	1	-11%	6%	1%	-7%	-15%	-1.4	-10%
Cc1ccc(NC(=O)COC(=O)Cn2cnc3c2c(=O)n(C)c(=O)n3C)cc1	4	-3%	5%	2%	7%	4%	-1.3	-11%
Cc1nc(N2CCN(Cc3ccc4c(c3)OCO4)CC2)nc2c1C(=O)CC(c1ccco1)C2 (centres undefined)	nt	-1%	12%	?	-9%	-3%	-1.9	-3%
CCCn1c(SCC(=O)Nc2c(CC)cccc2CC)nnc1C(C)C	4	13%	-1%	-1%	10%	0%	-2.7	-2%
CC1CCN(c2ccc3nnc(CCC(=O)N4CCN(c5ccccc5F)CC4)n3n2)CC1	0	-7%	3%	-1%	-5%	-7%	-0.3	-3%
COc1cc(/C=N/NC(=O)C(Cc2c[nH]c3ccccc23)NC(=O)OCc2ccccc2)cc([N+](=O)[O-])c1O (centres undefined)	-79*	79µM*	-6%	0%	?	-16%	-2.8	?
CC(=O)O[C@@H]1C[C@H](c2ccccc2)OC(=O)CCCCC1=O	0	22%	-14%	nt	4%	-22%	2.6	-2%
CC(=O)c1cccc(NC(=O)NCCc2c[nH]c3ccccc23)c1	2	1%	-1%	2%	-3%	5%	2.1	8%
CCOc1ccc(/C=N/NC(=O)Cc2csc(Nc3cccc(C(F)(F)F)c3)n2)c(OCC)c1	2	-9%	-14%	0%	-11%	-13%	1.2	-3%
O=C(CCCN1C(=O)/C(=C/c2ccccc2Cl)SC1=S)NNC(=O)c1ccc(Cl)cc1	1	-1%	-2%	0%	3%	22%	-2.1	-7%
O=C(O)c1ccc(COc2ccccc2[N+](=O)[O-])o1	1	6%	10%	3%	-1%[11.6 µM]	0%	-0.7	-11%
Cc1cc(S(=O)(=O)N2CCc3ccccc3C2)ccc1F	-4	-21%	-2%	0%	-2%	0%	1.3	-7%
CCC(=O)N1CCC2(CC1)Oc1ccc(Cl)cc1C(=O)C21CC(c2cccnc2)=NO1 (centres undefined)	2	6%	6%	1%	-1%	11%	0.3	5%
Cc1ccc(CCNC(=O)c2coc3nc4ccccc4nc23)cc1	3	0%	-3%	-2%	-18%	14%	-2.5	-20%
CCc1cc(C(=O)OC)c(NC(=O)CC2Sc3ccc(C(F)(F)F)cc3NC2=O)s1 (centres undefined)	-4	1%	-8%	1%	13%	4%	-0.5	0%
Cc1cc(C)c2c(CN3CCN(Cc4ccccc4)CC3)cc(=O)oc2c1C	5	-22%	0%	-2%	3%	-4%	0.2	-8%
CCc1ccc(N2C(=O)C3C4CCC(C4=C(C)C)C3C2=O)cc1 (centres undefined)	-2	1%	-9%	0%	7%	11%	-0.9	5%
O=C(NC1CCCCC1)C(c1cccnc1)N(C(=O)c1csnn1)c1ccccc1 (centres undefined)	1	-5%	8%	-1%	12%	-1%	-0.8	-15%
Cc1nn(-c2ccccc2)c2c1C1(C(=O)N(C)c3ccccc31)N(c1ccccc1)C(=O)N2 (centres undefined)	-6	-5%	-1%	-1%	8%	2%	0.4	-16%
O=C(COC(=O)c1cc[n+]([O-])cc1)Nc1ccc(Cl)c(C(F)(F)F)c1	0	-4%	-3%	0%	-8%	1%	-0.7	-18%
CCOC(=O)c1cccc(C(=O)Nc2nc3ccc(OC)cc3s2)n1	-3	-5%	20%	-3%	-3%	8%	-0.9	8%
O=C(NCCNC(=O)c1ccccc1Br)c1cccnc1	1	-6%	-29%	2%	-15%	-10%	-2.9	-9%
Cn1c(=O)c([N+](=O)[O-])c(NCc2ccc3c(c2)OCO3)c2ccccc21	1	12%	-9%	-1%	0%	4%	-1.7	-1%
Oc1ccccc1-c1cc(-c2ccccc2)n[nH]1	-1	3%	1%	1%	1%	-17%	-2.4	2%
Cc1cc(C(=O)CC#N)c(C)n1-c1ccc(OC(F)F)cc1	-17	-6%	11%	-10%	-1%	-4%	-3.5	-7%
O=C1CCCN1CCCN=c1c([N+](=O)[O-])nn(-c2ccc(Cl)cc2)n1O	1	?	-11%	0%	-7%	-2%	-4.1	-12%
O=C(Nc1nnc(-c2ccccc2)o1)C1CCCCC1	6	-4%	3%	1%	-3%	-4%	0.1	-7%
COCCNCCCOc1ccc(C(C)(C)c2ccccc2)cc1	2	-15%	4%	1%	-36%	-1%	-1.6	-6%
O=C(Nc1ccc(Cl)cc1)c1ccc(S(=O)(=O)N2CCOCC2)cc1	-2	1%	1%	3%	3%	2%	0.5	2%
COc1ccc(NS(=O)(=O)c2cccc(NC(=O)NC3CCCCC3)c2)cc1	-12	?	4%	0%	-11%	-11%	-2.2	-7%
O=S(=O)(NCCS(=O)(=O)N1CCN(c2ccc(F)cc2)CC1)c1ccccc1	1	-13%	-4%	nt	2%	1%	-8.8	-5%
O=C(NC1CCN(S(=O)(=O)c2ccc(F)cc2)CC1)c1cccc(F)c1	-2	2%	5%	1%	0%	18%	-0.8	2%
O=C(NC1CC1(c1ccccc1)c1ccccc1)c1ccccc1 (centres undefined)	0	0%	16%	nt	0%	-2%	2.1	-2%
O=C(NC1CCN(Cc2ccc3ccccc3c2)CC1)c1ccccc1	3	5%	-14%	2%	-3%	5%	-1.3	5%
COc1ccc(NC(=O)CCN2C(=O)NC3(CCCC3)C2=O)cc1Cl	5	-28%	5%	1%	-7%	-3%	0.8	-3%
Cc1ccc([N+](=O)[O-])cc1S(=O)(=O)Nc1ccc(N2CCOCC2)cc1	0	-18%	3%	1%	1%	2%	0.1	-13%
NC(=O)SCC(=O)Nc1ccccc1C(=O)O	?	1%	-4%	2%	9%	3%	-1.7	-13%
CCOC(=O)C1CCCN(C(=O)COc2ccc(C(C)(C)C)cc2)CC1 (centres undefined)	0	0%	-5%	nt	8%[57.1 µM]	-2%	-0.2	0%
O=C(c1ccc([N+](=O)[O-])cc1)N1CCSC1c1ccccc1Cl (centres undefined)	1	-18%	5%	5%	-16%	-15%	0.7	-12%
Cn1c2ccccc2c2nnc(SCC(=O)NC3CCCC3)nc21	-4	7%	-7%	-3%	-17%	1%	0.8	-4%
O=C(/C=C/c1ccco1)Nc1ccccc1C(=O)O	-28	-8%	1%	-1%	?	19%	1.2	?
CCCc1cc(=O)[nH]c(SCC(=O)NC2CCCCC2)n1	nt	23%	-2%	-1%	2%	8%	-2.4	-5%
COC(=O)c1ccccc1NC(=O)C(=O)NCc1ccncc1	0	-4%	6%	-5%	-12%[57.1 µM]	-4%	1.8	-7%
CN1CCN(/N=C/c2ccc(-c3ccc([N+](=O)[O-])cc3Cl)o2)CC1	38	0%	11%	1%	-2%	0%	-0.9	-1%

One compound at a time (already shown). Values in the order: PI5P4K alpha inh | EPAC1 antagonist | EPAC1 ag | Mm-Cpn inhibitor | WRN helicase inh | EPAC2 antag | CCT chaperon mod | PLK1 PBD block
Profile of CCC(=O)NC(=S)Nc1cccc(-c2nc3ncccc3o2)c1 : -8 | 8% | -2% | -1% | 1% | 5% | -0.7 | -3%
Profile of COc1cc(/C=N/NC(=O)C(Cc2c[nH]c3ccccc23)NC(=O)OCc2ccccc2)cc([N+](=O)[O-])c1O (centres undefined) : -79* | 79µM* | -6% | 0% | ? | -16% | -2.8 | ?
Profile of CCC(=O)N1CCC2(CC1)Oc1ccc(Cl)cc1C(=O)C21CC(c2cccnc2)=NO1 (centres undefined) : 2 | 6% | 6% | 1% | -1% | 11% | 0.3 | 5%
Profile of O=S(=O)(NCCS(=O)(=O)N1CCN(c2ccc(F)cc2)CC1)c1ccccc1 : 1 | -13% | -4% | nt | 2% | 1% | -8.8 | -5%

Screening results as filed in PubChem.
